Assay outcomes deposited in PubChem by several laboratories.
NCOA1 inh: SRC1 coactivator transcriptional activity inhibitors, primary screen, cell-based, luminescence. Nuclear receptor coactivator 1 (Homo sapiens), Q15788. HEK293 GAL4-SRC1 luciferase reporter. inhibition, % at 3.6 µM. actives 0.12% (n = 360,000). AID 588354, 2011;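 active means inhibition above the campaign mean plus 3 SD, with each screening campaign given its own cutoff, cut at about 60% in these data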;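 further: 0% = DMSO treated cells and 100% = gossypol at 36 µM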
Target sequence (Q15788 whole entry, looked up, the tested form may be a part): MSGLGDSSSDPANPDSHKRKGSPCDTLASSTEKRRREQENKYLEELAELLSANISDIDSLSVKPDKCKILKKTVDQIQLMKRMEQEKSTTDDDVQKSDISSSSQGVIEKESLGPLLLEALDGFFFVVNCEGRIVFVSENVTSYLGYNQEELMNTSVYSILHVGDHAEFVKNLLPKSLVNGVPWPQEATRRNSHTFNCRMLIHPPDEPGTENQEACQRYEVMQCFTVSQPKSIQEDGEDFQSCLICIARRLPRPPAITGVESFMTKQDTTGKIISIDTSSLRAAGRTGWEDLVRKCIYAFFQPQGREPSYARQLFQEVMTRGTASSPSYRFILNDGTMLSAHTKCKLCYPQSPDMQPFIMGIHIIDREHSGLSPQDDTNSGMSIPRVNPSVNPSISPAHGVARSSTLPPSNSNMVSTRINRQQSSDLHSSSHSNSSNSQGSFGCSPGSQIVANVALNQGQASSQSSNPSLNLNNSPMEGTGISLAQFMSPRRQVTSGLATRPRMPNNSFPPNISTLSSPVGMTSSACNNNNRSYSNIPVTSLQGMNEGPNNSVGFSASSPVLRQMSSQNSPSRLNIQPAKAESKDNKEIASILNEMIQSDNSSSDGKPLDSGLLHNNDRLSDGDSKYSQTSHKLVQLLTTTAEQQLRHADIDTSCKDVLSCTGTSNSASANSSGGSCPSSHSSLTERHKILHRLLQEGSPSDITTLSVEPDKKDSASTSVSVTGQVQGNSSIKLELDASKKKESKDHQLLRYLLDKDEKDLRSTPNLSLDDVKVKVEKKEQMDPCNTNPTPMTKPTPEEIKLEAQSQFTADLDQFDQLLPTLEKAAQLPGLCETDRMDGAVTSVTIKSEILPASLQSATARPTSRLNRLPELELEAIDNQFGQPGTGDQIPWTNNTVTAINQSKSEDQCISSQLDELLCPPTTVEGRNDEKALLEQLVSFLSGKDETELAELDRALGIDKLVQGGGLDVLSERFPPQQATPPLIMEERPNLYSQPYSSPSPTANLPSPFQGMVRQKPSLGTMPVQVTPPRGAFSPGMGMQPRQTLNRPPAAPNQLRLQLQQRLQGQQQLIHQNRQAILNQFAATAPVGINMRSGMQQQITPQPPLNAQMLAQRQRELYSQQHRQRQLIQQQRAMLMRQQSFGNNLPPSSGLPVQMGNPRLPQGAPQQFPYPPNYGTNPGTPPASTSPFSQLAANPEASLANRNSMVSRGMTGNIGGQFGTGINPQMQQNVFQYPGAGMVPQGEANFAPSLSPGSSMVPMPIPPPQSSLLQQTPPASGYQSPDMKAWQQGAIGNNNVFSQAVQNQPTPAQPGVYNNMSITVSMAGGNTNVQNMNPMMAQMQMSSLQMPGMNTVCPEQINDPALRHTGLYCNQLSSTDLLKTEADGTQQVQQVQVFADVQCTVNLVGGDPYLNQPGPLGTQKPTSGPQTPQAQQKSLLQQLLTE
C8 TRAIL sens: viability loss with TRAIL in NB7+C8 cells, primary screen, TRAIL sensitizer project, cell-based, ATPlite luminescence; inhibition (viability loss, TRAIL sensitization), % at 10 µM; actives 1% (n = 360,000); AID 624354, 2012;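 active means compounds causing at least 50% loss of cell viability in the single-dose screen, relative to plate controls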
KKLEB tox: cytotoxicity in KKLEB CF airway cells, primary screen, cytotoxicity control for CF NF-kB inhibitor project, cell-based, uHTS, fluorescence assay plates; activity change (cytotoxicity), % at 5 µM; KKLEB CF airway cells viability, ATPlite luminescence, overnight; active compounds read low; cells stimulated with P. aeruginosa culture filtrate; actives 0.36% (n = 360,000);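 active means corrected activity change at or below -50% at 5 µM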
Shn3 3UTR inh: reduction of Shn3 3'UTR firefly luciferase signal, primary screen, Schnurri-3 inhibitor project, cell-based, Clone20 osteoblasts, set 2 | Clone20 osteoblast Shn3 3'UTR firefly luciferase, 24 h | inhibition, % at 12.5 µM | actives 0.52% (n = 360,000) | AID 588674, 2011;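 active means mean inhibition of at least 75% with every replicate also reaching 75%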;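 further: 0% = median of neutral control wells and 100% = pilot-screen positive control compound; some compounds past the cut are filed as inactive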
TROY NFkB inh: inhibitors of TROY-driven NF-kB signaling, primary screen, Q293 LMP1-TROYcd cells, NF-kB luciferase, uHTS; Q293 LMP1-TROYcd NF-kB luciferase reporter, 4 h; inhibition, % at 10 µM; actives 0.98% (n = 360,000);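 active means compounds whose plate-normalised and pattern-corrected inhibition of the luciferase reporter signal at the single screening dose is 50% or more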
COUP-TFII inh: NR2F2 transcriptional activity inhibitors, primary screen, cell-based, luciferase reporter, HEK293T, luminescence; COUP transcription factor 2 (Homo sapiens), P24468; HEK293T NGFI-A luciferase reporter; inhibition, % at 8.6 µM; actives 0.7% (n = 370,000);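 active means inhibition above a per-plate cutoff, mean inhibition of test wells between control levels plus 3 SD, cut at about 38% in these data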;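 further: cells cotransfected with COUP-TFII expression vector driving the NGFI-A reporter; 0% = median of COUP-TF2 test wells and 100% = reporter-only cells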
EBV LMP1 NFkB: EBV LMP1-driven NF-kappaB luciferase reporter inhibitors, primary screen, cell-based, luminescence, single point | LMP1-induced NF-kappaB luciferase reporter cells | inhibition, % at 12.5 µM | actives 0.69% (n = 350,000) | AID 504558, 2011; in the data active means inhibition above about 41%;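 further: 0% = neutral control wells and 100% = reference inhibitor control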
TWEAK Fn14 block: inhibitors of TWEAK-Fn14 signaling, primary screen, luciferase reporter cells, uHTS; inhibition, % at 10 µM; actives 2% (n = 360,000); TWEAK-stimulated Fn14 reporter cells, luciferase luminescence, 8 h; in the data active means inhibition above about 50%
CF NFkB block: inhibitors of PAF-induced NF-kB signaling, primary screen, cell-based, GFP fluorescence, uHTS. KKLEB NF-kB-GFP reporter, GFP fluorescence overnight. inhibition, % at 5 µM. actives 0.86% (n = 360,000). AID 588850, 2011;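 active means at least 50% inhibition at 5 µM, scaled per plate between neutral and stimulator controls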;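 further: PAF is a Pseudomonas aeruginosa culture filtrate used as stimulus; plate controls were PAF-stimulated DMSO wells for no effect and unstimulated DMSO wells for full effect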
NCOA3 inh: SRC3 coactivator transcriptional activity inhibitors, primary screen, cell-based, luminescence; AID 588352, 2011; HEK293 GAL4-SRC3 luciferase reporter; Nuclear receptor coactivator 3 (Homo sapiens), Q9Y6Q9; inhibition, % at 3.6 µM; actives 0.17% (n = 360,000);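 active means inhibition above a per-campaign cutoff, the mean of all compounds plus 3 SD, cut at about 60% in these data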;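 further: 0% = DMSO-treated cells and 100% = gossypol-treated cells at 36 µM; higher means less SRC3-driven luciferase light from the GAL4 reporter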
LRH-1 inv ag: LRH-1 (NR5A2) inverse agonists, primary screen, cell-based, luminescence, HEK293T, StAR-luciferase reporter | LRH-1 transfected, 24 h | inhibition, % at 3.6 µM | actives 0.13% (n = 360,000) | AID 602396, 2012;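 active means inhibition above the mean inhibition of all tested compounds plus 3 SD, cut at about 73% in these data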;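 further: 0% = DMSO wells and 100% = reporter-only cells lacking LRH-1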
Active calls of the source: *; . = no result given. This is a subset; rates above refer to the full screens.

SMILES	NCOA1 inh	C8 TRAIL sens	KKLEB tox	Shn3 3UTR inh	TROY NFkB inh	COUP-TFII inh	EBV LMP1 NFkB	TWEAK Fn14 block	CF NFkB block	NCOA3 inh	LRH-1 inv ag
NC(=O)CCn1c(C(=O)c2ccc(Cl)cc2)c2ccccc2[n+]1[O-]	-2	-8	-9	-4	6	3	-3	6	0	0	22
CCCCCc1cc(=O)oc2c(C(CCN3CCN(c4ccccc4)CC3)c3ccc(N(C)C)cc3)c(OC)cc(OC)c12 (stereo unspecified)	-3	-6	-3	64	7	13	8	8	27	2	-4
C=C1CCN(c2ccc(C(=O)NCc3ccc(C)cc3)cc2[N+](=O)[O-])CC1	-12	5	-1	-13	-14	-8	-5	-28	-14	-12	-32
CC1CCN(C(=O)CSc2nncn2-c2ccccn2)CC1	-1	1	4	6	9	-12	1	9	4	10	-9
C=CCN1C(=O)CN=C1Nc1cccc(C)c1	5	-14	6	3	-30	10	-6	-8	-6	6	8
O=C(NCc1ccc2c(c1)OCO2)C1CC(=O)N(CCc2ccc(F)cc2)C1 (stereo unspecified)	-6	-1	11	-6	-18	-5	-3	22	-12	4	-4
O=S(=O)(NCC(O)c1ccccc1)c1cc(Cl)sc1Cl (stereo unspecified)	20	-19	2	13	-11	6	-5	9	12	7	-11
Cn1c(=O)[nH]c(=O)c2c1nc(N1CCCCCC1)n2CC(N)=O	-42	-12	-6	-37	6	5	5	9	-3	4	11
CC(C)CC(=O)Nc1cc(C(F)(F)F)ccc1N1CCOCC1	18	-10	0	6	-12	-1	1	3	-15	2	1
O=C(Nc1ccc(F)c(Cl)c1)c1ccc2c(c1)OCO2	-132	8	-9	-97	-73	-63	-16	-13	-4	-90	-139
O=C(CN1C(=O)C2CC=CCC2C1=O)Nc1nnc(C2CC2)s1 (stereo unspecified)	-6	-9	-7	-5	-21	-4	3	14	-14	-8	-7
Cc1cc(NCC2CCCCC2)nc2ccccc12	-9	10	0	1	-58	7	-13	-4	12	-31	26
CCOC(=O)Nc1cc(OCC)c(NC(=O)C2CC2)cc1OCC	17	-22	8	-5	14	4	4	-14	7	-1	16
CC1CC(=NNC(=O)C2COc3ccccc3O2)CC(C)(C)C1 (stereo unspecified)	-12	13	18	-18	4	3	0	-2	11	7	15
COc1ccc(NCC(=O)n2c(C)c(C)c3ccccc32)cc1OC	-11	-6	-2	-1	7	4	1	7	-10	15	10
CCC1CCCCN1C(=O)CSc1nnc(-c2ccc3c(c2)OCCO3)o1 (stereo unspecified)	-24	-5	-1	.	-8	-19	-10	-20	2	-5	-31
Cc1ccc(C(=O)Nc2nnc(Cc3ccccc3)s2)cc1	-10	-17	-3	-3	-3	-12	-5	-4	20	-6	2
CC1CCN(c2nc3ccc(C(=O)O)cc3s2)CC1	39	17	7	55	34	18	63*	96*	-7	53	-27
FC(F)(F)c1cccc(NC(=S)Nc2cccc(Cl)c2)c1	12	-2	-16	16	-3	15	1	10	3	11	4
COc1ccc2c(c1)C1(Nc3ccccc3-c3nc4ccccc4n31)C(=O)N2 (stereo unspecified)	-13	-2	1	12	-4	4	2	2	0	19	3
CC(C)c1ccc(NC(=O)C2Cc3c(-c4cccc(F)c4)ccnc3O2)cc1 (stereo unspecified)	-34	13	-7	24	9	-20	.	-62	-21	-103	-10
COc1ccccc1NC(=O)NCCC1=CCCCC1	-6	1	16	-64	-7	20	2	-4	6	8	0
COC(=O)C1=C(C)NC(C)=C(C(=O)OC)C1c1ccc(-c2cccc(Cl)c2Cl)o1	-19	-5	10	8	5	-14	-6	13	-5	7	-9
COc1cc(CN2CCCC(C)C2)ccc1OCc1ccccc1 (stereo unspecified)	-12	14	3	-16	5	-4	-16	-4	-5	-15	-6
Cc1ccc(OCC(=O)N/N=C/C=C/c2ccco2)c(Br)c1	-40	-14	11	1	14	-5	-8	8	-31	0	-6
COc1cc(NC(=O)c2ccccc2)c(OC)cc1NC(=O)CN1CCN(c2ccccn2)CC1	6	7	4	4	1	7	11	9	5	-2	-7
Cc1ccc(-c2nnc(SCC(=O)N3c4ccccc4NC(=O)C3(C)C)n2N)cc1	5	-1	9	55	2	1	-5	0	6	-2	-2
COc1ccc(CCN2CCCn3c2nc2c3c(=O)n(CC(C)C)c(=O)n2C)cc1OC	4	12	-2	23	4	31	14	5	5	-11	10
COc1cc(/C=N/NC(=O)c2nnn(-c3nonc3N)c2C(C)C)ccc1OCc1ccc(F)cc1	-26	32	14	53	38	17	-15	76*	-13	-33	16
O=C(NC1CCCCC1)N1CCC(n2c(=O)[nH]c3ccccc32)CC1	14	-6	-21	-2	-2	-6	1	9	39	5	20
CN(C)C=Nc1c(Br)cc(Br)c2nonc12	-6	-5	-2	-6	-3	0	-5	-2	-44	7	3
CN(C(=O)/C=C/c1ccccc1)C1CCCCC1	-92	11	2	-83	-24	-37	.	-22	-18	-123	-163
Cc1ccc(S(=O)(=O)N2CCN(CCOc3c(Cl)cccc3Cl)CC2)cc1C	1	-9	-15	12	2	-6	-6	1	30	-1	-2
O=C(Cc1cccs1)N1CCN(c2ccc(F)cc2)CC1	5	-1	0	-22	-8	-10	-1	7	-18	12	12
N=C(N)SCCc1cccc(CCSC(=N)N)c1	2	8	-8	-8	2	4	20	0	-31	-9	-13
C/C(=C\C#N)n1nc(C)cc1N	1	-13	8	-5	1	8	-2	-7	2	-15	15
CCC(=O)c1ccc(OCC(O)Cn2c(C)nc3ccccc32)cc1 (stereo unspecified)	14	7	-1	81	22	59*	25	15	3	5	20
CC(=O)NC(Cc1ccccc1)C(=O)N1CCN(C(=O)c2cccs2)CC1 (stereo unspecified)	-1	0	13	9	-8	26	3	10	-5	-3	-9
Cc1csc(NC(=O)c2cccc(S(=O)(=O)N3CCN(C)CC3)c2)n1	-4	-4	7	-10	-5	-14	2	3	-2	10	-3
CN(Cc1c(F)cccc1Cl)S(=O)(=O)c1cccs1	7	7	-7	2	-10	0	-9	-7	9	2	-6
COC(=O)c1ccc(/C(O)=C(\C#N)c2nc3ccccc3s2)cc1	-31	16	-10	-38	-54	-12	-14	1	27	-11	-27
CC1(C(=O)Nc2ccc(Cl)c(C(F)(F)F)c2)Cc2c(-c3ccccc3)ccnc2O1 (stereo unspecified)	-3	-6	0	-9	1	0	.	-12	0	-1	-14
O=C(c1cc2cc(Cl)ccc2[nH]1)N1CCN(c2ccccc2F)CC1	-24	-3	8	7	-2	16	-6	-4	7	-5	-11
Cc1c(C(=O)OC(C)C)sc2nc[nH]c(=O)c12	-1	8	5	8	-13	-8	5	-24	8	2	-27
COc1ccc(-c2nnc(SC(C)C(=O)NNC(=O)c3ccc(C)cc3)o2)cc1 (stereo unspecified)	7	-8	10	6	-1	6	2	-1	-12	15	-14
O=c1c2ccccc2ncn1-c1cccc(Br)c1	-12	-8	-10	13	-14	-26	-1	3	11	-22	7
O=S(=O)(NCCS(=O)(=O)N1CCN(c2ccccc2)CC1)c1ccccc1	-61	5	8	10	-3	11	-3	0	4	3	18
Cc1cc(-c2nn(-c3ccccc3F)cc2CNCCc2cnccn2)c(C)s1	-4	-11	-17	3	-49	-18	17	-15	17	6	-2
COc1ccc(CN2C(=O)COc3ccccc32)cc1	-13	-4	10	5	-24	-19	6	-16	-15	2	13
CC(NC(=O)c1ccccc1)c1nnc(SCC(=O)Nc2nnc(C3CC3)s2)n1C (stereo unspecified)	-29	-14	3	3	29	23	3	2	-1	-6	3
COc1ccc(CNC(=O)C(=O)NC2CC(C)(C)NC(C)(C)C2)cc1	-2	-3	9	12	3	-28	-5	8	8	7	-9
Cc1cc2nc3n(c2cc1C)CCCN3	2	-5	12	5	1	4	-37	-8	-5	7	-3
COc1cc(C(=O)N/N=C/c2ccsc2C)cc(OC)c1OC	-5	-16	-21	10	-31	-40	14	-16	36	13	32
O=C(N/C(=C/c1ccc(Cl)cc1)C(=O)N1CCOCC1)c1ccccc1	7	-12	-4	-8	4	-10	4	6	17	12	17

Profiles, quoted from the list:
CCC1CCCCN1C(=O)CSc1nnc(-c2ccc3c(c2)OCCO3)o1 (stereo unspecified) in the list: NCOA1 inh = -24; C8 TRAIL sens = -5; KKLEB tox = -1; Shn3 3UTR inh = .; TROY NFkB inh = -8; COUP-TFII inh = -19; EBV LMP1 NFkB = -10; TWEAK Fn14 block = -20; CF NFkB block = 2; NCOA3 inh = -5; LRH-1 inv ag = -31
COc1ccccc1NC(=O)NCCC1=CCCCC1 in the list: NCOA1 inh = -6; C8 TRAIL sens = 1; KKLEB tox = 16; Shn3 3UTR inh = -64; TROY NFkB inh = -7; COUP-TFII inh = 20; EBV LMP1 NFkB = 2; TWEAK Fn14 block = -4; CF NFkB block = 6; NCOA3 inh = 8; LRH-1 inv ag = 0
